PP1 inh: PP1-alpha phosphatase inhibitors, primary screen, counter-screen for PP5 inhibitor project, biochemical, fluorescence, OMFP substrate, single point; purified PP1alpha; inhibition, % at 6.7 µM; 320,000 tested, 0.9% active; Serine/threonine-protein phosphatase PP1-alpha catalytic subunit (Homo sapiens), P62136; AID 2235, 2010;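 active = inhibition above the mean inhibition of all tested compounds plus 3 SD, computed separately for each screening campaign, cut at about 15% in these data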
TPT1 inhibitor: Candida albicans TPT1 enzyme inhibitors, primary screen, biochemical, fluorescence polarization; recombinant caTPT1, FP RNA substrate dephosphorylation; 300,000 tested, 0.81% active; inhibition, % at 5 µM; tRNA 2'-phosphotransferase TPT1 (Candida albicans SC5314); AID 1962, 2009;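 active = inhibition above the mean of all tested compounds plus 3 SD, set per screening campaign, cut at about 24% in these data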;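 also: plate controls were DMSO alone for no effect and ferristatin control at 100 nM for full effect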
Fh CTSL1 inh: Fasciola hepatica cathepsin L1 inhibitors, primary screen, counter-screen for PFM18AAP inhibitor project, biochemical, QFRET, fluorogenic peptide substrate. recombinant F. hepatica cathepsin L1, Z-Leu-Arg-MCA fluorescence. inhibition, % at 5.96 µM. 300,000 tested, 0.49% active;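 active = inhibition above the mean of all tested compounds plus 3 SD, set per screening campaign, cut at about 17% in these data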;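 also: 0% = plate median of test compound wells and 100% = 1 µM Z-Phe-Ala-diazomethylketone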
ZTA counter: counter-screen for EBNA-1 inhibitors: inhibitors of Epstein-Barr virus ZTA | P03206 | ZTA-DNA binding, fluorescence polarization | inhibition, % at 11 µM | 320,000 tested, 0.15% active | AID 2234; in the data active = inhibition above about 33%
Target sequence (P03206 whole entry, looked up): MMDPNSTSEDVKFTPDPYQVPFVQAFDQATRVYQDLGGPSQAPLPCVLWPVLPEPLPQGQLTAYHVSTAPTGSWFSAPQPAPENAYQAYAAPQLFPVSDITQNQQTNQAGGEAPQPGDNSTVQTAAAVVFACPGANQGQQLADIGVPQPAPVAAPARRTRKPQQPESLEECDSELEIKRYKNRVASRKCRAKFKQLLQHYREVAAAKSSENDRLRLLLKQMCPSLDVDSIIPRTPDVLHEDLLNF
PREPL inh: PREPL enzyme inhibitors, primary screen, biochemical, fluorescence polarization; 320,000 tested, 0.68% active; recombinant PREPL, fluorescence polarization activity-based probe; inhibition, % at 5.96 µM; Prolyl endopeptidase-like (Homo sapiens), Q4J6C6; in the data active = inhibition above about 43%;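 also: 0% = enzyme with DMSO and 100% = wells lacking enzyme; many of its hits are not listed in these tables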
Target sequence (Q4J6C6 whole entry, looked up): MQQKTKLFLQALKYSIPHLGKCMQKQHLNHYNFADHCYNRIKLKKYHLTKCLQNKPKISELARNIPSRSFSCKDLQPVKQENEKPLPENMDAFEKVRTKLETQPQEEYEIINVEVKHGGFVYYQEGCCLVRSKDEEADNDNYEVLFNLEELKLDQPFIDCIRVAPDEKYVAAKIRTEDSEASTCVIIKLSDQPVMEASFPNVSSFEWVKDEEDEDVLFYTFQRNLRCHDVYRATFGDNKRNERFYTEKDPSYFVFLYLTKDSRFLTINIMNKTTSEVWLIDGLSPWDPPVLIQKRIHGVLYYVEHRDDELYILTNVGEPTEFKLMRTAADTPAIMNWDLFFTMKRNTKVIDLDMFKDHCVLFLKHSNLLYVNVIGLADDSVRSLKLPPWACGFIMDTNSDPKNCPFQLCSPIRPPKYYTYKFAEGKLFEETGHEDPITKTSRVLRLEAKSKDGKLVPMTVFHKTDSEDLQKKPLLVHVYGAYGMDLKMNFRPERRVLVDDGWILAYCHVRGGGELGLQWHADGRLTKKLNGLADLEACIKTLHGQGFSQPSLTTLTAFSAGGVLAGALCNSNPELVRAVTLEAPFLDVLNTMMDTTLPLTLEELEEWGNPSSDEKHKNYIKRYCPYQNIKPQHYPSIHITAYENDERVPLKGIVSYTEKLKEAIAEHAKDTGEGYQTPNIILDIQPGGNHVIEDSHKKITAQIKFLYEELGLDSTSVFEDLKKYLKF
EBNA-1 inhibitor: EBNA-1 DNA-binding inhibitors, primary screen, biochemical, fluorescence polarization | inhibition, % at 14.8 µM | 300,000 tested, 0.34% active; in the data active = inhibition above about 28%
Efflux pump mplx: inhibitors of Candida efflux pumps in yeast, primary screen, S. cerevisiae, Nile Red, multiplex; inhibition, % at 10 µM; AID 485275, 2010; 330,000 tested, 0.44% active; S. cerevisiae Candida pump triplex;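 active = plate passing quality check with inhibition over a set limit, or well fluorescence over plate mean plus 4 SD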;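 also: Nile Red retained in pooled yeast measured as flow cytometry median fluorescence; 0% = buffer negative control and 100% = Enniatin B positive control; higher means more Nile Red kept so more efflux inhibition; some compounds called inactive have numbers as strong as hits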
PP5 primary: PP5 phosphatase inhibitors, primary screen, biochemical, fluorescence; inhibition, % at 6.7 µM; 320,000 tested, 0.18% active; Serine/threonine-protein phosphatase 5 (Homo sapiens), P53041; purified PP5c, OMFP substrate fluorescence;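 active = inhibition above the campaign's mean inhibition across all tested compounds plus 3 SD, cut at about 9.5% in these data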;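 also: 0% = DMSO only and 100% = 100 µM cantharidin control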
HCV core dimer: inhibitors of HCV core protein dimerization, primary screen, biochemical, TR-FRET, high-throughput. TR-FRET GST/Flag-core106 dimerization, 1536-well. inhibition, % at 5 µM. 300,000 tested, 0.33% active. AID 1899, 2009;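 active = inhibition above the mean of all tested compounds plus 3 SD, set per screening campaign, cut at about 45% in these data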
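Material: GST/Flag-tagged HCV core106 proteins. Incubation: 4 h, 22.5 °C incubation. Read-out basis: inhibition (%) from 671 over 617 nm ratio. Measured by: TR-FRET, excitation 340 nm, emission 617 and 671 nm.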
An asterisk follows results filed as active.

entry | Molecule | PP1 inh | TPT1 inhibitor | Fh CTSL1 inh | ZTA counter | PREPL inh | EBNA-1 inhibitor | Efflux pump mplx | PP5 primary | HCV core dimer
1 | Cc1ccccc1C(=O)N(C)c1ccccc1C(=O)NCc1ccccc1 | -1 | 1 | 3 | 6 | -3 | -1 | -1.8 | 4.4 | 3
2 | COc1ccc(CC(=O)NCC2CCCN(Cc3ccccc3OC)C2)cc1 (stereo not drawn) | -15 | 2 | -5 | -7 | 10 | 4 | 0.2 | 3.2 | -12
3 | CCN(CC)/C(=N/O)NC(=O)NS(=O)(=O)c1ccc(C)cc1 | -3 | -1 | 2 | -2 | 0 | 2 | 0.0 | 1.1 | -7
4 | CCCOc1ccc(S(=O)(=O)n2cc(Br)c(=O)[nH]c2=O)cc1 | -1 | -2 | -1 | -23 | 13 | -9 | 0.0 | 2.2 | 2
5 | Cc1ccc(-c2nnc(NC(=O)c3ccco3)s2)cc1 | 7 | 1 | 3 | -2 | 1 | 7 | -0.1 | 2.4 | -3
6 | O=S(=O)(c1ccc(Br)s1)N1CCN(c2ccccn2)CC1 | -2 | 2 | -1 | 19 | -25 | 13 | -0.1 | -0.3 | 0
7 | Cc1ccc(C)c(-c2cc(C(=O)Nc3cccc(C(=O)O)c3)c3ccccc3n2)c1 | 4 | -6 | -1 | 1 | -8 | -10 | 0.0 | 3.1 | 1
8 | Cc1ccc(NC(=O)CC2SC(=O)N(c3ccccc3)C2=O)cc1 (stereo not drawn) | 5 | 2 | 5 | 2 | 17 | -14 | 0.4 | -1.0 | 0
9 | O=C(COc1coc(CN2CCc3ccccc32)cc1=O)N1CCCCC1 | 3 | -2 | 21* | -22 | 45* | -18 | 0.3 | -0.7 | -3
10 | COc1ccccc1-n1cnnc1SC1CCOC1=O (stereo not drawn) | 1 | -5 | -2 | -12 | -3 | 7 | 0.0 | 2.3 | -4
11 | COc1cc(CCCN2C(=O)C(=O)NC[C@@H]2CC2CCCCC2)cc(OC)c1OC | -3 | 0 | 6 | -5 | 6 | 1 | -0.1 | -0.8 | 6
12 | CC(C)C(=O)N1CCN(c2ccc(NC(=O)c3ccc(Br)o3)cc2)CC1 | -3 | -1 | -1 | -8 | -2 | -4 | 0.1 | 3.9 | -5
13 | O=C(Nc1ccc2c(c1)OCCO2)c1ccc(NC(=O)C2CCCO2)cc1 (stereo not drawn) | 1 | 2 | 3 | 4 | 3 | -6 | 0.0 | -0.6 | -7
14 | CCCC(=O)Nc1ccc(Cl)c(NC(=O)c2ccc([N+](=O)[O-])cc2Cl)c1 | 1 | -2 | 0 | -1 | 10 | 12 | -0.1 | 0.7 | 0
15 | Cc1nn(C)c(C)c1Nc1ccc(N2C(=O)C3C4C=CC(C4)C3C2=O)cc1[N+](=O)[O-] (stereo not drawn) | -2 | 0 | 0 | 7 | -6 | 3 | 0.0 | -1.2 | 1
16 | COc1ccc(Cl)cc1NC(=O)CN(C)C(=O)Cc1n[nH]c(=O)c2ccccc12 | -7 | -4 | -2 | 5 | 3 | 17 | 0.0 | -1.3 | 1
17 | COCCNC(=O)CSc1nc2ccccc2c(=O)n1CCC(=O)NCCc1ccc(OC)c(OC)c1 | -5 | -2 | -3 | -3 | 0 | 6 | 0.0 | 2.0 | -2
18 | N=c1c(C(=O)NCCc2ccccc2)cc2c(=O)n3ccccc3nc2n1CC1CCCO1 (stereo not drawn) | 2 | -2 | 4 | -6 | 24 | -3 | 0.4 | 0.2 | -4
19 | Cc1nonc1OC(C)CNc1ccc([N+](=O)[O-])cc1 (stereo not drawn) | -5 | 4 | -2 | 2 | -9 | -4 | -0.1 | 1.6 | -4
20 | O=C(CSc1nnc(SCc2ccccc2)s1)N/N=C/c1c(Cl)cccc1Cl | 8 | -15 | 2 | 9 | 3 | -1 | 0.2 | 9.1 | 1
21 | Nc1ccc2oc(CCc3ccccc3)nc2c1 | -2 | -1 | 6 | -3 | 26 | 0 | 0.0 | 2.8 | 5
22 | CCCC(=O)Nc1nnc(SCC(=O)Nc2ccc3c(c2)OCO3)s1 | 0 | -1 | 0 | -12 | 0 | 9 | -0.1 | -0.7 | -3
23 | Cc1cccc(NC(=O)/C(C#N)=C/c2cccc([N+](=O)[O-])c2)n1 | 0 | 1 | -4 | -1 | 13 | 4 | 0.4 | 0.8 | -9
24 | O=C(O)c1ccc(N2C(=O)CC(N3CCN(c4ccc(Cl)cc4)CC3)C2=O)cc1 (stereo not drawn) | -5 | 0 | -4 | -9 | -10 | 5 | 0.0 | 1.1 | 8
25 | CC(C)NC(=O)CSc1nnc(-c2ccncc2)n1-c1ccccc1 | -5 | 1 | 3 | 16 | 17 | -2 | 0.1 | 1.7 | -1
26 | COc1ccc(/C(C)=N/NC(=O)C2C3CCCCC32)c(OC)c1 (stereo not drawn) | -3 | -1 | 0 | 2 | 0 | 18 | 0.1 | 1.3 | 0
27 | Cc1c(Cl)c([N+](=O)[O-])nn1CCCC(=O)N(Cc1ccccc1)Cc1ccccc1 | 3 | -2 | 1 | -13 | 6 | 8 | 0.1 | 3.4 | 9
28 | CCc1ccc(/C=N/NC(=O)c2ccc(OC3CCCC3)cc2)s1 | 5 | -4 | -1 | 3 | 3 | 2 | -0.1 | 0.6 | 5
29 | COc1ccccc1C(=O)Nc1ccccc1C(=O)NC1CCCCC1 | -2 | 0 | 2 | 9 | 1 | 5 | -0.6 | -0.1 | 7
30 | O=C(NC1CCCCC1)C(c1cccs1)N(CCCN1CCOCC1)C(=O)c1ccc(-c2ccccc2)[nH]1 (stereo not drawn) | 0 | -5 | 1 | -1 | 8 | -12 | 0.0 | 2.2 | 7
31 | O=C(OC1CCOC1=O)c1ccc(Cl)c(S(=O)(=O)N2CCCCC2)c1 (stereo not drawn) | -1 | -1 | -5 | -16 | -2 | -9 | 0.1 | -0.4 | -4
32 | COc1ccc(N2CC(C(=O)NCCc3ccc(Cl)cc3)CC2=O)cc1 (stereo not drawn) | -2 | -1 | 3 | 0 | 9 | -12 | 0.0 | 4.0 | 5
33 | O=C(O)CCC(=O)NN1C(=O)c2ccccc2NC1c1ccco1 (stereo not drawn) | 3 | 3 | 2 | 13 | 11 | -4 | 0.1 | -2.7 | -1
34 | O=C(NNC(=O)c1ccc(F)cc1F)c1ccc2c(c1)OCO2 | -3 | 0 | -4 | 4 | 10 | 0 | 0.0 | -1.1 | -2
35 | CSc1ncc(CN2CCc3c([nH]c4ccccc34)C2c2cccc(O)c2)cn1 (stereo not drawn) | 1 | 0 | 2 | 2 | -1 | -8 | 0.2 | 2.8 | 1
36 | Cc1ccc(N2C(=O)CC(Sc3nccc(C)n3)C2=O)cc1 (stereo not drawn) | -2 | -1 | 3 | 9 | -9 | 2 | -0.1 | -1.8 | 4
37 | O=C(CN1CCN(c2ccc(Cl)cc2)CC1)Nc1ccc(F)c(F)c1 | 2 | -3 | 2 | -5 | 9 | 1 | 0.0 | 1.2 | 1
38 | N#Cc1cc([N+](=O)[O-])cnc1NCC(O)CO (stereo not drawn) | -1 | -5 | 4 | -4 | -4 | 2 | -0.3 | 2.6 | -3
39 | O=c1c2[nH]c3cccc(Cl)c3c2ncn1CCN1CCCCC1 | 1 | 2 | 6 | 1 | 2 | -2 | 0.1 | 1.6 | 3
40 | CC(=C/c1ccco1)/C=N/NC(=O)c1nnn(-c2nonc2N)c1CN(C)C | 2 | -1 | 5 | -1 | 27 | -12 | -0.2 | 0.2 | -3
41 | COc1ccc(S(=O)(=O)Nc2ccc3oc(C)c(C(C)=O)c3c2)cc1 | -1 | 2 | -3 | 11 | -10 | 0 | 0.0 | 0.0 | 13
42 | Cc1sc2ncnc(N3CCC(C(=O)Nc4nc(-c5cccs5)cs4)CC3)c2c1C | -6 | 2 | 9 | -17 | 23 | -12 | 0.2 | 0.9 | 10
43 | Cc1ccc(OCCNC(=O)c2ccco2)cc1C | -7 | -4 | -1 | 11 | -5 | -3 | -0.1 | 3.1 | 15
44 | N#Cc1c(C(F)(F)F)cc(-c2cccc(Cl)c2)[nH]c1=O | 4 | -7 | 1 | -14 | -12 | 9 | -0.1 | 0.4 | 4
45 | CCOc1ccc2nc(SCC(=O)NC(=O)NCc3ccco3)sc2c1 | 6 | -2 | -1 | 10 | -7 | 5 | 0.1 | -0.2 | 13
46 | O=C(O)/C=C/C(=O)N1N=C(c2ccco2)CC1c1ccco1 (stereo not drawn) | -3 | 3 | 35* | -15 | -6 | -14 | -0.8 | 1.0 | -3
47 | O=C(O)CC(C(=O)Nc1ccc(Cl)c(Cl)c1)C1CCCO1 (stereo not drawn) | -1 | 2 | 3 | -17 | 13 | -6 | 0.0 | 0.1 | 2
48 | O=C(O)c1ccccc1C(=O)N1N=C(c2ccccc2)CC1c1ccccc1O (stereo not drawn) | 0 | 1 | 0 | -15 | -12 | 3 | 0.1 | 2.2 | 6
49 | COCCn1c(C)cc(C(=O)COC(=O)/C=C/c2c(C)nn(C3CCS(=O)(=O)C3)c2Cl)c1C (stereo not drawn) | -7 | -5 | -10 | -1 | -9 | -8 | -0.1 | -0.9 | -1
50 | C=CCc1cccc(/C=N/NC(=O)CCCNc2ccc(C)cc2)c1O | 4 | 4 | 1 | -1 | 21 | 5 | -0.4 | 3.2 | 0

Additional entries:
entry | Molecule | PP1 inh | TPT1 inhibitor | Fh CTSL1 inh | ZTA counter | PREPL inh | EBNA-1 inhibitor | Efflux pump mplx | PP5 primary | HCV core dimer
51 | N#Cc1ccc(-c2ccc(F)cc2)nc1Oc1ccc(Cl)c(Cl)c1 | 2 | 3 | -2 | -16 | -6 | 11 | 0.1 | 3.4 | -1
52 | COc1ccc2nc(C)cc(SCC(=O)NNC(=O)COc3cccc4ccccc34)c2c1 | 0 | -2 | -5 | 1 | -11 | -3 | 0.1 | 4.6 | -6
53 | CCOCCSc1nnc2nc(C)cc(C)n12 | 0 | 1 | -5 | -12 | 0 | 5 | -0.2 | -1.0 | -7
54 | COc1ccc(C(=O)Nc2cc([N+](=O)[O-])ccc2N2CCCC2)cc1 | 5 | 6 | 1 | 12 | 3 | -8 | 0.0 | -0.5 | -1
55 | Cc1cc(C)n(C(C)CNS(=O)(=O)c2ccc(Cl)cc2)n1 (stereo not drawn) | -3 | -2 | 10 | -1 | 1 | -9 | 0.0 | -2.4 | 9
56 | CCC1CCCCN1C1Sc2ccc(C(=O)OC)cc2NC1=O (stereo not drawn) | -1 | 7 | -2 | -9 | 12 | 0 | -5.7 | 2.4 | 1
57 | Cc1cc2c(=O)n(C)c(SCC(=O)c3cc4ccccc4o3)nc2s1 | 0 | -1 | 3 | -22 | 26 | -4 | 0.0 | 2.8 | 0

Limited to HCV core dimer, for three of the compounds above:
| nr | SMILES | HCV core dimer |
| --- | --- | --- |
| 55 | Cc1cc(C)n(C(C)CNS(=O)(=O)c2ccc(Cl)cc2)n1 (stereo not drawn) | 9 |
| 56 | CCC1CCCCN1C1Sc2ccc(C(=O)OC)cc2NC1=O (stereo not drawn) | 1 |
| 57 | Cc1cc2c(=O)n(C)c(SCC(=O)c3cc4ccccc4o3)nc2s1 | 0 |

The list is partial; count on the stated rates, not on these rows.
